# Bioassay records as filed in PubChem BioAssay.
# ELG1 genotoxic: induces genotoxicity in HEK293T cells with luciferase-tagged ELG1 | HEK293T ELG1-luciferase reporter, luminescence, 16 h | Potency, µM (highest dose often 46 µM), for the others: at the top dose activity change, positive = activation, hits mostly activators | 330,000 compounds, 1.3% hits | AID 504466; further: potency means the concentration at half of the fitted maximal effect; % of control where 0% means no effect; nearly all actives have a fitted effect of over 60% in size
#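 Cells (2,000/well) expressing the ELG1-luciferase fusion are dosed by pin tool and kept 16 hr at 37 °C, 5% CO2. Signal comes from ONE-Glo luciferase reagent after 30 min at room temperature.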
# NPC1 prom act: NPC1 promoter activation. Huh7 NPC1 promoter luciferase reporter, 24 h. Potency, µM (top dose mostly 9.22 µM), for inactives: at the top dose activation, actives largely listed as activators. 320,000 compounds, 2.4% hits;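 further: potency means the concentration at half of the fitted maximal effect; % of control where 0% means no effect; nearly all actives have a fitted effect of over 60% in size; reporter is driven by a mutant NPC1 promoter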
#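 Stable NPC1-promoter luciferase Huh7 line; cpd (DMSO) 24 h, 37 °C, 5% CO2; Amplite luciferase reagent 10 min RT; luminescence readout. qHTS format.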
# KCNH2 3.1 block: blocks the human KCNH2 3.1 channel isoform; U2OS KCNH2 3.1, thallium flux FluxOr; stronger effect = lower value; activity change, % (tested at about 1.8 µM); 340,000 compounds, 0.95% hits; AID 720553;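 active means maximum activity change below -70%; inconclusive means maximum activity change from -70% to -50%; inactive means maximum activity change above -50%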;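 further: thallium influx rate constant from kinetic fluorescence after stimulation buffer; on the % scale 0 is the no-effect control and ±100 the full control effect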
#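 Thallium flux read-out: FluxOr dye with Red40 quencher in HBSS/HEPES, 45 min at RT. Rate constants from kinetic reads were normalized to positive and negative DMSO controls. Cells: U2OS virally expressing the 3.1 isoform.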
# Coupling enz: inhibits coupling enzyme system, counter-screen for aldolase hits; 290,000 compounds, 0.67% hits; activity change, negative = inhibition, % at 58.2 µM, hits read low; coupling enzyme system counterscreen, AmpLite Red fluorescence; in the data active means activity change below about -30%; further: on the % scale 0 is the no-effect control and ±100 the full control effect
#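 Compounds tested against the coupling enzymes alone at 57.5 uM final; readout was AmpLite Red fluorescence (525/598 nm) after 20 min at RT.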
# RORg inh: inhibitors of mouse ROR gamma transcriptional activity; P51450; Drosophila S2 Gal4-RORgamma UAS-luciferase reporter, 20 h; Potency, µM (doses to about 53.6 µM), for inactives: at the highest dose activity change, negative = inhibition, hits mostly inhibitors; 310,000 compounds, 5.4% hits; AID 2551; further: potency means the concentration at half of the fitted maximal effect; on the % scale 0 is the no-effect control and ±100 the full control effect; nearly all actives have a fitted effect of over 60% in size
#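 Schneider cells (Drosophila), stable Gal4 DBD–ROR gamma + UAS-luc; 1 hr cmpd preincubation; Cu2+ induction 700 uM final; 20 hr ambient; luminescence.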
# Tb PFK inh: T. brucei PFK enzyme inhibition; T. brucei PFK, ADP-Glo luminescence; O15648; Potency, µM (series often up to 57.5 µM), for inactives: at the top dose activity, negative = inhibition, usual class: inhibitors; AID 485367; 330,000 compounds, 0.17% hits;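 further: potency means the concentration at half of the fitted maximal effect; 0% = uninhibited 1x PFK enzyme wells and -100% = no-enzyme wells; nearly all actives have a fitted effect of over 60% in size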
# Target sequence (O15648 whole entry, looked up): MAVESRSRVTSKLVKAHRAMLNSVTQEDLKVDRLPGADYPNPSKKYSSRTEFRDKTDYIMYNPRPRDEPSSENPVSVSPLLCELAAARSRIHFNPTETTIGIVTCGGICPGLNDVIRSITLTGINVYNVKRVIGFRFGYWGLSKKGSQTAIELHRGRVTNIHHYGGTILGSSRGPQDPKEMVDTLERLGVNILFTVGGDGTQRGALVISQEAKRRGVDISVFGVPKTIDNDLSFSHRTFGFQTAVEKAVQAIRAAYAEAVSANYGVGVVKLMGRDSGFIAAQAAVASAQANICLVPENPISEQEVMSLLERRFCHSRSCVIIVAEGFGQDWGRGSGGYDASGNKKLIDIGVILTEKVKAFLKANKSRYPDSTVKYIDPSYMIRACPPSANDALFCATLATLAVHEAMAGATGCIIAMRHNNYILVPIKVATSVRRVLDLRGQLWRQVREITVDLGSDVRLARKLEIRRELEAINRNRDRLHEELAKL
#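 Luminescent ADP detection (ADP-Glo, two-step: ATP depletion then ADP-to-ATP conversion for luciferase) reported PFK activity after 45 min room-temperature reaction of 1.25 nM enzyme with 0.5 mM F6P and 0.1 mM ATP at pH 8.0.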
# Gal4-VP16 FLuc: counter-screen for ROR gamma inhibitors: Gal4-VP16 reporter. Drosophila S2 Gal4-VP16 UAS-luciferase, luminescence, 20 h. Potency, µM (highest dose often 53.6 µM), for inactives: at the highest dose activity, negative = inhibition, hits mostly inhibitors. 310,000 compounds, 3.5% hits. AID 2546;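 further: Gal4-VP16 expression switched on by copper sulfate through the metallothionein promoter; potency means the concentration at half of the fitted maximal effect; on the % scale 0 is the no-effect control and ±100 the full control effect; nearly all actives have a fitted effect of over 50% in size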
# FLuc counter: counter-screen for miR-21 project: firefly luciferase inhibitors or activators. AID 588342. purified FLuc, Km substrates, luminescence inhibition. Potency, µM (top dose mostly 57.5 µM), for inactives: top-dose activity change, negative = inhibition, hits mostly inhibitors. P08659. 360,000 compounds, 6.9% hits;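 further: potency means the concentration at half of the fitted maximal effect; plate controls were vehicle for no effect and reference inhibitor for full effect; nearly all actives have a fitted effect of over 55% in size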
# Target sequence (P08659 whole entry, looked up): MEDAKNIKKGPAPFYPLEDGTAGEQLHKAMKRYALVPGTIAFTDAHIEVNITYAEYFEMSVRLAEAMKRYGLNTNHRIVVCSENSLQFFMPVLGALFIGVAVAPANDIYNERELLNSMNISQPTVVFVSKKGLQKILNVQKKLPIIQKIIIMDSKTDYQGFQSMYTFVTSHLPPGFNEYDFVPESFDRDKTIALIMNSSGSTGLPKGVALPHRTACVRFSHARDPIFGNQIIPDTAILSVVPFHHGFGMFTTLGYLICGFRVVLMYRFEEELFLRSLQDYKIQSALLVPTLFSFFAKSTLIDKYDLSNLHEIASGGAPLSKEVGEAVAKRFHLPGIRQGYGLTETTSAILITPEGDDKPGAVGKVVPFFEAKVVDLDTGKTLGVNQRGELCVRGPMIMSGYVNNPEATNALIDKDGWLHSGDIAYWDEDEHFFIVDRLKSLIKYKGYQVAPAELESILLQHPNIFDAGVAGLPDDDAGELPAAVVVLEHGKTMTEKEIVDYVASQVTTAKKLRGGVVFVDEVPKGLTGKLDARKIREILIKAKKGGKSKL
#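 Purified P. pyralis luciferase (10nM final) with 10uM D-luciferin and 10uM ATP (Km levels) in 50mM Tris acetate pH 7.5, 10mM Mg acetate, 0.01% Tween-20, 0.05% BSA; qHTS 6-point titration, ~60 µM downward; luminescence read.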
# Rab9 prom act: activates the Rab9 promoter. Potency, µM (titrated, usually from 9.22 µM), inactives show top-dose activation, negative = inhibition, most hits filed as activators. 320,000 compounds, 2.8% hits. AID 485297. Huh7 Rab9 promoter-luciferase reporter, luminescence, 24 h; further: potency means the concentration at half of the fitted maximal effect; % of control where 0% means no effect; nearly all actives have a fitted effect of over 60% in size
#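 Cell-based reporter: Huh7 stable for Rab9 promoter-driven luciferase, plated in reduced-serum medium with 10% FBS at 1500 cells/well, compound-treated 24 h at 37 °C, luminescence read after 10 min reagent.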
# Giardia kill: Giardia lamblia killing; Giardia lamblia trophozoite viability; 340,000 compounds, 0.15% hits; activity change, % at 7.66 µM, hits read low; in the data active means activity change below about -80%; inconclusive means between about -30% and that limit;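 further: parasites exposed to compound for two days anaerobically before the ATP read; on the % scale 0 is the no-effect control and ±100 the full control effect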
#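 Media and compound were dispensed first, then trophozoites at 100 cells/well; plates sat 48 hrs at 37 deg C without oxygen before ATP luminescence reagent was added and read after 15-30 min at room temperature.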
# uPA surface inh: blocks generation of uPA at the cell surface; cell surface uPA generation assay, qHTS; Potency, µM (doses to about 38.3 µM), without a hit: at the top dose activity change, negative = inhibition, hits mostly inhibitors; 330,000 compounds, 0.31% hits; AID 540303; active means well fitted inhibition curve with a large enough effect; inconclusive means small, poorly fitted or top-dose-only effect; inactive means no such curve, though single readings can be large or run the other way; tested in mouse RAW 264.7 cells; further: potency means the concentration at half of the fitted maximal effect; on the % scale 0 is the no-effect control and ±100 the full control effect; nearly all actives have a fitted effect of over 55% in size
# Numbers without * were called inactive; u = inconclusive; x = not tested or not shown; [ ] = dose if it differs, or a comment. Unless noted, the call rests on the fitted dose curve; in most records, active means well fitted curve in the direction sought with a large enough effect; inconclusive means small, poorly fitted or top-dose-only effect, or another doubt; inactive means no such curve, though single readings can be large; an effect the other way counts as inactive or inconclusive.
# Each structure is followed by: Coupling enz, Rab9 prom act, Tb PFK inh, KCNH2 3.1 block, RORg inh, uPA surface inh, Gal4-VP16 FLuc, Giardia kill, FLuc counter, NPC1 prom act, ELG1 genotoxic
COC(=O)CN(c1ccccc1)S(=O)(=O)c1cc(Br)ccc1OC
→ -22, 1%, 5%, -17, 7%, -4%, 3%, -9, -2%, -7%, 3%
COc1ccc(N(CC(=O)NC2CCCCC2)C(=O)CCC(=O)Nc2nc(C)cs2)cc1
→ 3, -8%, -1%, -5, -6%, -9%, -7%, 0, 1%, 2%, 5%
Cc1cc(N2CCOCC2)n2nc(C)c(-c3ccccc3)c2n1
→ 2, -9%, -1%, 23, 2%, -3%, -2%, -9, u, 1%, 9%
C=CCNC(=O)/C=C/c1c(F)cccc1Cl
→ -1, u, 3%, 3, -8%, -7%, -12%, 11, u, 11%, 13%
CCOC(=O)C(NC(=O)CC)(Nc1cc(C)on1)C(F)(F)F (stereo unspecified)
→ 5, -3%, 2%, 10, 1%, 10%, 6%, -5, -1%, -1%, 3%
CCC(=O)Nc1ccc(C(=O)N/N=C/c2ccc([N+](=O)[O-])cc2)cc1
→ -4, 4%, 0%, 6, u, -7%, -1%, 22, 1%, -5%, 2%
CCc1cccc2c(C(=O)CN3C(=O)NC4(CCCCC4)C3=O)c[nH]c12
→ x, x, -3%, 8, x, -13%, x, -6, x, x, 14%
Cc1ccc([N+](=O)[O-])cc1NC(=O)Cc1ccc(F)cc1
→ -2, 1%, 1%, -2, -21%, -4%, 1%, -19, -1%, -4%, 6%
COc1ccc(NC(=S)N/N=C/c2cccn2Cc2ccccc2F)cc1
→ 0, 0%, 5%, 3, 0.28µM*, -5%, 1.4µM*, -27, -2%, -5%, -3%
CCOc1ccccc1NC(=O)/C=C/c1ccccc1[N+](=O)[O-]
→ -1, 28%, -28%, 1, 32%[10 µM], -4%, -3%, -1, u, u, -2%
CC(C)CNc1nnnc2c1sc1nc(N3CCOCC3)c3c(c12)CC(C)(C)SC3
→ -1, -7%, 5%, -10, 35%, 0%, 4%, 37[activator], 1%, -10%, -3%
CCCc1[nH]nc2c1C(c1ccc(OC)c(Cn3nnc4ccccc43)c1)C(C#N)=C(N)O2 (stereo unspecified)
→ -3, x, x, 1, 35%, -3%, 11%, -9, -9%, x, x
O=c1c2ccccc2[nH]c(=S)n1CCCN1CCC(Cc2ccccc2)CC1
→ 0, -12%, -8%, -76*, 7.9µM*, -10%, u, -16, 0%, 0%, -7%
COc1ccc2[nH]c(=O)c(C3c4cc(OC)c(OC)cc4CCN3C(=O)c3ccco3)cc2c1 (stereo unspecified)
→ -1, -1%, 0%, 3, -1%, -9%, -8%, -24, 3%, 0%, -4%
Cc1ccc(C)c(N(C)C(=O)COc2cc(=O)n(C)c3ccccc23)c1
→ 3, 0%, -3%, -1, -34%, 3%, 3%, -13, 1%, 1%, -1%
O=C(Nc1nnc(C2CC2)s1)C1CC(=O)N(c2ccc3c(c2)OCCO3)C1 (stereo unspecified)
→ -1, -6%, u, -3, 22%, 3%, 1%, 9, -1%, -1%, 9%
CCOC(=O)CN1CCc2c(C)nc3c(-c4ccc(OC)c(OC)c4)cnn3c21
→ 0, -14%, 0%, -4, -34%, x, 0%, -16, 0%, 2%, 4%
COc1ccccc1N=CC=C1OC(C)(C)C(C)(C)O1
→ -2, -1%, -14%, -10, 14%, -17%, -1%, 3, -1%, -8%, 2%
CCCN1CCN(C(=O)c2ccc3nc(CC)c(CC)nc3c2)CC1
→ 1, -7%, 0%, 9, 0%, -2%, 8%, 6, -2%, 2%, 2%
CC(C)=C(NC(=O)c1ccccc1)C(=O)N1CCOCC1
→ 1, -3%, 4%, -2, -4%, 4%, 2%, -2, 0%, 1%, 0%

# Compound profiles (already shown). Order of values: Coupling enz	Rab9 prom act	Tb PFK inh	KCNH2 3.1 block	RORg inh	uPA surface inh	Gal4-VP16 FLuc	Giardia kill	FLuc counter	NPC1 prom act	ELG1 genotoxic
# O=c1c2ccccc2[nH]c(=S)n1CCCN1CCC(Cc2ccccc2)CC1 is listed with 0	-12%	-8%	-76*	7.9µM*	-10%	u	-16	0%	0%	-7%
# CCOc1ccccc1NC(=O)/C=C/c1ccccc1[N+](=O)[O-] is listed with -1	28%	-28%	1	32%[10 µM]	-4%	-3%	-1	u	u	-2%

# (cont.)
# Each structure is followed by: Coupling enz, Rab9 prom act, Tb PFK inh, KCNH2 3.1 block, RORg inh, uPA surface inh, Gal4-VP16 FLuc, Giardia kill, FLuc counter, NPC1 prom act, ELG1 genotoxic
O=C(COC(=O)c1ccccc1Sc1ccc(C(F)(F)F)cc1[N+](=O)[O-])NC(=O)NC1CCCC1
→ -11, -11%, -1%, 6, u, -15%, u, 2, -2%, 0%, -2%
CCCCCN(C(=O)CCC(=O)OCC(=O)N(CC)c1ccccc1)c1c(N)n(CCCC)c(=O)[nH]c1=O
→ x, -3%, 1%, -8, x, 0%, x, 26, -1%, -3%, 1%
O=C(N/N=C/c1cccnc1)c1[nH]ncc1Br
→ 1, u, -8%, 13, 17%, 0%, 10%, -27, u, 25%, 9%
CCOCCn1c(N2CCCC2)nc2c1c(=O)n(C)c(=O)n2C
→ 0, -3%, -2%, -2, 8%, -4%, -4%, 8, 1%, 2%, -6%
CCCN1CCC(Oc2cccc(C(=O)NCCc3ccccc3)c2)CC1
→ x, 6%, 0%, 12, -7%, 10%, 6%, -9, u, -1%, 4%
CC[C@]1(C(=O)OC)[C@H]2C(=O)N(C)C(=O)[C@H]2[C@H]2CN=C(SCc3ccc(C#N)cc3)N21
→ x, x, -5%, 38, x, 20%, x, -1, x, x, -3%
Cc1cc(C)nc(N2CCC(C(=O)N3CCN(c4cc(Cl)ccc4C)CC3)CC2)n1
→ -1, -13%, 7%, x, 45%, x, -6%, 4, 4%, 1%, -21%
O=C(CSc1ccccc1C(=O)O)NCc1ccccc1
→ -2, 16%, 2%, -6, 4%, 0%, -1%, 3, u, 1%, 4%
Cc1[nH]n(-c2ccccc2)c(=O)c1/C=N/N1C(=O)c2ccc3c4c(ccc(c24)C1=O)CC3
→ -2, -2%, 3%, -6, 10µM*, -13%, u, 11, -2%, 1%, 14%
CN(C(=O)CNc1ccccc1Cl)C1CCS(=O)(=O)C1 (stereo unspecified)
→ x, x, -1%, 1, x, 7%, x, -11, x, x, 1%
CC(C)CC1=NN(C(=O)c2cccnc2)C(O)(C(F)(F)F)C1 (stereo unspecified)
→ 0, -5%, 3%, -3, 11µM*, 4%, 13µM*, 10, 0%, -1%, 0%
COc1cc(/C=N/n2c(C3CCCCC3)n[nH]c2=S)cc(Br)c1O
→ 6, -7%, -25%, -9, -42%, 5%, -22%, 0, 7%, -3%, -7%
CCOc1nc(-c2ccccc2Cl)nc2ccccc12
→ 1, -8%, -3%, 1, -7%, 0%, 4%, -9, 0%, -1%, 0%
CCCCCc1nc(N)c(C#N)c(-c2ccco2)c1CCCC
→ 1, 0%, -6%, -5, -18%, 6%, 0%, -15, 9%, -1%, 0%
COc1ccccc1/C=C/CN1CCOCC1
→ 0, 0%, -1%, -7, -9%, x, -4%[0.365 µM], 8, 0%, 1%, 1%
COc1ccc(S(=O)(=O)N2CCC(C(=O)NCc3ccco3)CC2)cc1C
→ 2, 2%, -4%, -3, -10%, 0%, -1%, -29, 2%, -2%, 1%
COc1ccc(OC)c(-c2cc(C(=O)N3CCc4ccccc4C3)no2)c1
→ -1, -1%, -8%, -9, u, x, u, -7, -20%, 2%, 2%
O=C(CCC(=O)Nc1ccccc1)NNS(=O)(=O)c1ccccc1[N+](=O)[O-]
→ 2, -5%, 7%, 2, 2%, -2%, -14%, 7, 5%, -2%, -1%
CCc1nnc(NC(=O)C2Cc3ccccc3CN2S(=O)(=O)c2ccc(C)cc2)s1 (stereo unspecified)
→ x, 11%, -1%, 16, u, 6%, -2%, 15, -16%, 9%, 2%
Cc1cc(C)c(S(=O)(=O)N2CCOC2CNC(=O)C(=O)NCCCN2CCCC2=O)c(C)c1 (stereo unspecified)
→ x, 3%, 1%, x, 14%, -1%, 0%, -5, 5%, 1%, 1%
O=C(NC1CCCCC1)C(c1ccncc1)N(CC1CCCO1)C(=O)C(F)(F)F (stereo unspecified)
→ -5, 1%, 4%, 2, -41%, -1%, 1%, -1, -1%, 5%, -5%
COc1ccc(CCN(C)C(=O)Cc2ccc(-c3ccccc3)cc2)cc1OC
→ 0, -24%, 2%, 7, 1%, -11%, u, 3, 0%, -17%, -13%
Nn1cnc2sc3c(c2c1=O)CCC3
→ 0, -7%, 0%, 4, -8%, 3%, 3%, -4, 4%, -2%, 1%
CC(NC(=O)C(CC(=O)OC(C)(C)C)NC(=O)OC(C)(C)C)C(N)=O (stereo unspecified)
→ 3, 7%, 1%, -7, -13%, 0%, 3%, -9, 5%, -5%, -2%
